Compound activity as filed in PubChem BioAssay.
TAAR1 agonist – human TAAR1 agonists, primary screen, Fluo-8 calcium fluorescence, CHO RD-HGA16 cells | Trace amine-associated receptor 1 (Homo sapiens), Q96RJ0 | vehicle wells 0%, saturating PEA agonist 100% | activation, % at 3 µM | 360,000 tested, 0.99% active | AID 624467, 2012;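 active = activation above the mean activation of all test compounds in the run plus 3 SD, cut at about 38% in these data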
Target sequence (Q96RJ0 whole entry, looked up): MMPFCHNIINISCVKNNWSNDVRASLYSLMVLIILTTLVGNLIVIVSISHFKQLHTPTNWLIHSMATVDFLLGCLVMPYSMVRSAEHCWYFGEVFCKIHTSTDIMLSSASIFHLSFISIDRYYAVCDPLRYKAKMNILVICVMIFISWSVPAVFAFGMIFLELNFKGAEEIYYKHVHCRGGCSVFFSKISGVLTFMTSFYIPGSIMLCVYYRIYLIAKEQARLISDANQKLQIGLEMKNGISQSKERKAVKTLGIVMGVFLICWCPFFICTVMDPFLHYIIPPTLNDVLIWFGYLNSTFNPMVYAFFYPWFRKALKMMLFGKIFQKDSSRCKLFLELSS
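Test system: RD-HGA16 (CHO) cells co-expressing Gα16 and hTAAR1; dosing: one-point dosing at 3 µM (nominal); timing: 17-24 h seeding, 75 min 37 °C dye, 30 min RT; signal: kinetic Fluo-8 calcium fluorescence; read-out basis: % activation relative to PEA EC100 response; controls: DMSO and PEA EC100; replicates: n 1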
CHO parental Ca – ATP-evoked calcium signal inhibitors, parental CHO, primary screen, counter-screen for OX1R antagonist project, cell-based, fluorescence, Fluo-8 calcium dye | inhibition, % at 5.6 µM | 330,000 tested, 0.63% active | parental CHO-K1, ATP-induced calcium, Fluo-8 fluorescence | AID 463079, 2010;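 active = inhibition above that plate's mean sample inhibition plus 3 SD, cut at about 26% in these data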;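 also: 0% = ATP-challenged DMSO wells and 100% = DMSO wells without ATP; some compounds past the cut are filed as inactive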
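Assay system: parental CHO cells; Read-out basis: percent inhibition of ATP-evoked calcium rise, normalized to controls; Benchmarks: ATP and no-ATP DMSO wells; Compound dosing: single nominal dose of 5.6 µM per compound; Signal: Fluo-8 calcium dye fluorescence; Also added: ATP as calcium-mobilizing challenge; Repeats: singlicate.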
TAAR1 antag – human TAAR1 antagonists, primary screen, Fluo-8 calcium fluorescence, CHO RD-HGA16 cells; antagonist; inhibition, % at 3 µM; 360,000 tested, 1.5% active; AID 624466, 2012;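 active = inhibition above a per-plate cutoff, the mean inhibition of test compounds on that plate plus 3 SD, cut at about 49% in these data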;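 also: 0% = DMSO plus EC80 beta-PEA response and 100% = DMSO alone without agonist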
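Assay system: RD-HGA16 CHO cells with stable hTAAR1 and Gα16 / Reagent: EC80 β-phenethylamine stimulus / Doses: 3 µM, single point / Timing: dye loading 75 min at 37 °C, then 30 min room temperature / Measured by: Fluo-8 intracellular calcium dye fluorescence, real-time kinetic reads / Controls: vehicle wells and EC80 agonist wells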
* marks the source's active call; other numbers are inactive results.

Compound | TAAR1 antag | CHO parental Ca | TAAR1 agonist
Cc1ccc2c(c1)-n1c(nc3cc(C)ccc3c1=O)C(Cc1ccccc1)NC2=O (configuration not stated) | 39.2 | -11.6 | 35.2
CS(=O)(=O)N1c2ccccc2[C@]2([C@@]34C[C@H]5C(=O)N[C@@H](Cc6ccccc6)C(=O)N5[C@@H]3N(S(C)(=O)=O)c3ccccc34)C[C@H]3C(=O)N[C@@H](Cc4ccccc4)C(=O)N3[C@H]12 | 1.4 | -2.6 | 1.5
CC(C)(C)c1ccc(OC(=O)c2ccc(-n3cncn3)nc2)cc1 | -42.0 | 3.0 | 4.4
Cc1nn(C2CCCO2)c(=O)nc1N (configuration not stated) | -1.8 | -8.3 | 6.1
O=C(C1=C[C@H](c2ccc(Br)cc2)C[C@H](OCCCCO)O1)N1CCOCC1 | -6.4 | 4.9 | 1.4
Cc1nnc(N/N=C/c2c(O)n(-c3cccc(C(F)(F)F)c3)c(=O)c3ccccc23)[nH]c1=O | -40.8 | -12.3 | 5.0
O=C(COC(=O)c1ccccc1NC(=O)C1CC1)c1ccc2c(c1)OCCO2 | 5.6 | -11.0 | -2.5
Cc1ccccc1Cn1ccc(=NCc2ccccc2)cc1 | -7.4 | -9.1 | 1.3
CN(C)CCN(C(=O)c1ccc(N2C(=O)CCC2=O)cc1)c1nc2cc3c(cc2s1)OCCO3 | -17.0 | -7.5 | 4.2
COC(=O)c1ccc(C23CC4(C2)[C@H](CN(Cc2cccnc2)[C@@H]4c2ccccc2)C3c2ccc(C(F)(F)F)cc2)cc1 (some centres not stated) | -0.6 | -19.4 | 3.8
Cc1ccccc1NC(=O)c1snc2c(=O)[nH]cnc12 | 6.9 | -5.9 | 0.6
O=C(CSc1cccc[n+]1[O-])Nc1ccc(N2CCOCC2)cc1 | -1.4 | 2.5 | 2.2
CC(=O)Nc1ccc(SC[C@H](c2ccccc2)N2CCN(CCc3ccccc3)CCC2=O)cc1 | 47.0 | -24.9 | 29.4
CN(C)CCCN1c2ccccc2Sc2ccc(C(F)(F)F)cc21 | 16.3 | 6.0 | 20.9
O=C(NCc1ccncc1)C(=O)NCC(c1ccccc1)c1ccccc1 | -1.4 | -31.4 | 7.0
CCCCCCC(=O)N1C/C=C\C(c2ccc(OC)cc2)N(Cc2ccc(F)cc2)C(=O)[C@H]1Cc1ccccc1 (some centres not stated) | -2.9 | -5.2 | 5.1
Cc1ccc2c(c1)-n1c(nc3ccc(Cl)cc3c1=O)C(CC(C)C)NC2=O (configuration not stated) | 13.7 | -17.4 | -0.8
CCOC(=O)N1CCN(Cc2ccc(O)c3ncccc23)CC1 | 9.8 | -2.5 | 1.5
CCCCn1c(=O)[nH]c(=O)c2c1nc(-c1ccc(-c3ccc(F)cc3)o1)n2C | 2.5 | -10.2 | 9.8
COc1ccc(C(=O)Nc2ccc3nc(N4CCCCC4)cc(C)c3c2)c(OC)c1 | -3.3 | -11.7 | 1.6
CC1=C(C(=O)OCc2ccccc2)C(c2ccc(-c3ccccc3)cc2)NC(=O)N1CCCC(=O)O (configuration not stated) | 32.7 | 8.2 | 9.9
CC(C)CC1NC(=O)c2cc(Cl)ccc2-n2c1nc1cc(F)ccc1c2=O (configuration not stated) | -10.2 | -17.2 | 3.2
O=C(OCc1ccccc1)c1ccccc1O | -45.0 | -10.0 | 1.4
N/C(=N\c1nc(CSc2nnnn2-c2ccccc2)cc(=O)[nH]1)Nc1ccccc1 | 28.2 | -13.4 | 16.0
Cc1nnc(NC(=O)c2csc3c2CCCC3)s1 | -4.7 | -9.2 | 4.0
O=S(=O)(/N=C/c1c(O)ccc2ccccc12)c1cccs1 | -6.9 | -4.5 | 2.2
Cc1cc(CC(=O)O)c2oc(-c3ccoc3)cc(=O)c2c1 | -5.3 | -2.1 | 1.5
O=C(Nc1nc2n(n1)C(c1ccc(Cl)cc1)CC(c1ccc(Cl)cc1)N2)c1ccco1 (configuration not stated) | 16.4 | -18.1 | 29.6
Cc1ccc2nc3n(c(=O)c2c1)-c1ccccc1C(=O)NC3Cc1ccc(O)cc1 (configuration not stated) | 3.2 | 0.3 | 4.3
Cc1[nH]c(=S)sc1Cc1ccc(Cl)c(Cl)c1 | 2.1 | -18.8 | 1.2
CC(/C=N/n1c(-c2cccnc2)n[nH]c1=S)=C\c1ccco1 | -7.0 | -18.3 | -0.4
Cc1ccc(C2(c3noc(CN(C)CCCN4CCOCC4)n3)CCCC2)cc1 | -5.2 | -19.7 | 0.8
COCCCN1C(=O)C(=O)/C(=C(/O)c2ccc(OC(C)C)cc2)C1c1ccc(O)c(OC)c1 (configuration not stated) | -12.8 | 1.3 | 7.7
COc1cc(OC)c(-c2nnc3n(CCc4ccccc4)c(=O)c4ccccc4n23)cc1OC | 68.3* | -7.0 | 18.3
Cc1ccc(N2NC3(CCN(C(N)=O)CC3)NC2=O)cc1 | -4.2 | -16.2 | 1.8
Cc1ccc2nc(NCC(N)=O)nc(-c3ccccc3)c2c1 | -35.2 | -1.8 | 0.5
O=C(C(=O)N1CCc2ccccc2C1)N1CCc2ccccc2C1 | 5.9 | 1.1 | 3.6
COc1ccc(CCNC(=O)C2CCN(C(=O)c3ccccc3)CC2)cc1 | 5.0 | -2.1 | 5.8
CN(C)CC(O)COc1ccc(-c2ccc(C#N)cc2)cc1 (configuration not stated) | -7.1 | 11.9 | 12.1
O=C(CCC(=O)N1CCN(c2ccc(F)cc2)CC1)c1ccc(F)cc1 | -3.4 | 7.2 | -0.5
COc1cc(NC(=O)c2cccnc2)ccc1-c1cc2ccccc2oc1=O | 1.9 | -20.9 | 2.1
O=C(O)c1ccccc1-n1ncc2c1/C(=C/c1ccc(Cl)cc1)CC2 | -35.9 | -11.1 | 0.1
COc1ccc(-c2nc(CC(=O)O)cs2)cc1OC | -1.5 | -9.2 | 8.2
CCOC(=O)n1cc(-c2cnc(CNC(=O)C(C)(c3ccccc3)c3ccccc3)o2)c2ccccc21 | 14.2 | -33.5 | 5.5
Cc1c(Cl)cccc1NC(=O)C1CCCCC1 | 9.3 | 0.5 | 3.7
COc1cc2c3nnc(-c4ccccc4)c-3cn(Cc3ccccc3F)c2cc1OC | -6.9 | -0.3 | 2.9
CC(=O)Nc1ccc(S(=O)(=O)NCC2CCC(C(=O)NCCCOC(C)C)CC2)cc1 (configuration not stated) | -2.1 | -4.3 | 8.7
CCn1c(SCC(=O)Nc2nc3ccccc3s2)nc2c(c1=O)SC(C)C2 (configuration not stated) | 1.0 | 14.3 | 15.1
CC[C@]1(c2ccccc2OC)ON(c2ccccc2C(F)(F)F)C1=O | 20.4 | -13.4 | 6.0
Cc1ccc(CCN2CC(C(=O)NCCN3CCOCC3)CC2=O)cc1 (configuration not stated) | -12.4 | -11.2 | 2.1
O=C(NCc1cc(C(F)(F)F)ccc1Cl)c1cccc2c1C(=O)c1ccc(Cl)cc1S2(=O)=O | 9.5 | 5.4 | 3.5
CCc1nnc(NS(=O)(=O)c2ccc(NC(=O)c3cc4ccccc4oc3=O)cc2)s1 | 11.8 | -8.2 | 3.4
O=C(N/N=C/c1cccs1)c1cccc(NC(=O)c2ccc(Cl)cc2)c1 | 20.5 | -5.4 | 16.4
O=C(O)c1cc(-c2ccccc2)nc2nc(N3CCCCC3)sc12 | -13.3 | 1.6 | -0.4
CCCCOC(=O)C(C)Nc1n[nH]c(=S)[nH]c1=O (configuration not stated) | -3.6 | 9.1 | 1.6
COC(=O)C1=C(C)N(CC2CC2)C(=O)N[C@H]1c1ccc(Br)cc1 | 0.0 | -32.7 | 0.7
C[C@@]12C(=O)N(Cc3ccccc3)CC(=O)N1[C@H](/C=C/c1ccccc1)[C@@H]1C(=O)N(c3ccccc3)C(=O)[C@@H]12 | 17.2 | -27.7 | 12.8
Cc1ccc(S(=O)(=O)c2cc3c(=O)n4ccccc4nc3n(Cc3ccco3)c2=N)cc1C | -7.3 | -31.1 | 11.2
Cc1ccc(-n2c(C)c(C)c3c(N)ncnc32)cc1 | -16.0 | -4.2 | 4.9
CCn1cnc2sc(C(=O)N3CCN(Cc4ccc5c(c4)OCO5)CC3)c(C)c2c1=O | 2.8 | -12.3 | 0.5

Other records follow.
Compound | TAAR1 antag | CHO parental Ca | TAAR1 agonist
CCCN(CCC)C(=O)c1cc([N+](=O)[O-])cc2c1-c1ccc([N+](=O)[O-])cc1C2=C(C#N)C#N | -22.3 | -12.7 | -1.4
CCOc1cc(NC(=S)NCCOC)c(OCC)cc1NC(=O)c1cccs1 | -5.3 | -18.4 | 9.6
O=C(O)C1CCCCC1C(=O)Nc1cc(Cl)ccc1Cl (configuration not stated) | 5.0 | -3.1 | 6.7
C#CCN(Cc1ccccc1)S(=O)(=O)C=C | 2.4 | -10.2 | 14.7
CCN(CC)S(=O)(=O)c1ccc(NC(=O)c2nc3nc(C)cc(C)n3n2)cc1 | -5.9 | -12.6 | 1.9
COC(=O)c1c(C)[nH]c(C(=O)N2CCN(c3ccc(OC)cc3)CC2)c1C | 0.2 | -23.1 | 1.2
O=C(/C=C/c1ccc(N2CCC(c3ccccc3)=N2)cc1)c1ccccc1 | 30.2 | 73.1* | 29.5
O=c1cc(-c2ccccc2Cl)oc2c(NS(=O)(=O)c3ccccc3OC(F)(F)F)ccc(O)c12 | 27.4 | 8.4 | 3.7
COc1ccc(CCNC(=O)c2coc(=O)c(Br)c2)cc1 | 2.5 | -7.2 | 11.4
Cc1ccc2c(c1)-n1c(nc3ccc(C)cc3c1=O)C(Cc1ccc(O)cc1)NC2=O (configuration not stated) | 14.1 | -5.5 | 10.1
Cc1nc2c(C(=O)NCc3cccs3)cnn2c(C)c1Cc1ccc(F)cc1 | 9.1 | -17.6 | -1.2
Cc1ccnc(NC(=O)c2ccc(Cl)cc2Cl)n1 | 4.5 | -16.4 | 5.4
COCC(=O)Nc1cc(C(=O)Nc2ccccc2)ccc1Cl | 0.0 | -9.2 | 3.3
O=C(NCCN1CCOCC1)c1cc(Sc2ccccc2Cl)nc2ccccc12 | 6.3 | -16.0 | 5.1
Cc1cc(=O)oc2c(CN(CC(C)C)CC(C)C)c(O)ccc12 | -3.6 | -6.3 | -2.9
O=C(CCc1ccccc1)Oc1ccccc1[N+](=O)[O-] | -43.3 | -13.7 | 1.2
COC(=O)C1=C(C(=O)OC)[C@@H]2N(C)c3ccc(OC)cc3[C@@]23C[C@@H](C(=O)OC)N(C(=O)NCCBr)C3=N1 | 6.0 | -10.7 | 1.9
CN1CCN(CC(=O)N/N=C\c2c[nH]c3ccccc23)CC1 | -11.5 | -0.6 | -0.1
CC1CCCC(C)N1/N=C/c1cc(Br)c(O)c(Br)c1 (configuration not stated) | -12.3 | -4.8 | 7.7
CCOc1ccccc1NC(=O)CC1SC(=N)N(c2ccccc2)C1=O (configuration not stated) | -10.2 | -10.8 | 1.9
Cn1c(=O)c(Nc2ccc(Cl)cc2)c2c3c(cccc31)C(=O)c1ccccc1-2 | 31.3 | -11.1 | 31.1
Cc1ccc2c(c1)-n1c(nc3ccccc3c1=O)C(Cc1ccccc1)NC2=O (configuration not stated) | 15.0 | -21.4 | 21.4
CC(C)CC1NC(=O)c2ccc(Cl)cc2-n2c1nc1ccc(F)cc1c2=O (configuration not stated) | -5.7 | -16.9 | 7.6
CC(C)CC1NC(=O)c2ccccc2-n2c1nc1ccc(Cl)cc1c2=O (configuration not stated) | -10.7 | -10.7 | 2.1
Cc1nn2c(N3CCN(C(=O)c4ccco4)CC3)cc(C(C)(C)C)nc2c1-c1ccccc1 | -4.3 | -10.0 | 8.6
COc1ccc(/C=C/C(=O)OCC(=O)Nc2cc3oc4ccccc4c3cc2OC)cc1 | 21.5 | 4.0 | 0.9
Cc1ccc(Cl)cc1NC(=O)COC(=O)c1ccc(COc2ccc3c(C)cc(=O)oc3c2)cc1 | -33.3 | -11.1 | 1.6
O=C(N/C(=C\c1cn(-c2ccccc2)nc1-c1ccc(Cl)cc1)C(=O)N1CCOCC1)c1ccccc1 | -7.6 | 11.1 | -0.3
O=C(c1cc(C(=O)N2CCOCC2)c2nc3ccccc3n2c1)c1ccccc1O | -16.2 | -22.4 | 5.3

4 of the compounds above, with each value named:
Cc1ccc2c(c1)-n1c(nc3ccc(C)cc3c1=O)C(Cc1ccc(O)cc1)NC2=O (configuration not stated)
  TAAR1 antag: 14.1; CHO parental Ca: -5.5; TAAR1 agonist: 10.1

Cc1nc2c(C(=O)NCc3cccs3)cnn2c(C)c1Cc1ccc(F)cc1
  TAAR1 antag: 9.1; CHO parental Ca: -17.6; TAAR1 agonist: -1.2

Cc1ccnc(NC(=O)c2ccc(Cl)cc2Cl)n1
  TAAR1 antag: 4.5; CHO parental Ca: -16.4; TAAR1 agonist: 5.4

COCC(=O)Nc1cc(C(=O)Nc2ccccc2)ccc1Cl
  TAAR1 antag: 0.0; CHO parental Ca: -9.2; TAAR1 agonist: 3.3

A portion of the library; rates above refer to the full screens.
